Source: PubChem BioAssay (several laboratories)
p97 ATPase inh: inhibitors of human p97 ATPase, primary screen, biochemical. inhibition, % at 8 µM. recombinant p97 ATPase, Kinase-Glo ATP luminescence, 3 h. Transitional endoplasmic reticulum ATPase (Homo sapiens), P55072. AID 1481, 2009. 220,000 tested, 0.42% active; in the data active means inhibition above about 15%;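 further: 0% = DMSO vehicle and 100% = wells lacking enzyme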
Runt-SMMHC FRET: inhibitors of RUNX1 Runt–CBFb-SMMHC binding, primary screen, biochemical, FRET, Cerulean-Runt, Venus-CBFb-SMMHC, uHTS; inhibition, % at 20 µM; AID 1434, 2008; 220,000 tested, 0.74% active; Cerulean-Runt/Venus-CBFb-SMMHC FRET ratio 530/480, 1 h;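 active means mean inhibition across duplicate retests at 20 µM reaching about 50%, limit read from the data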;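 further: 0% = DMSO wells and 100% = wells with excess untagged CBFb-SMMHC; inhibitors lower the FRET ratio by blocking Runt binding to CBFb-SMMHC; some results filed as inactive read as strong as hits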
Runt-CBFb FRET: inhibitors of RUNX1 Runt–CBFb binding, primary screen, biochemical, FRET, Cerulean-Runt, Venus-CBFb, uHTS | Runt-related transcription factor 1 (Homo sapiens) + Core-binding factor subunit beta … | 220,000 tested, 0.46% active | inhibition, % at 20 µM | Cerulean-Runt/Venus-CBFb FRET ratio 530/480, 1 h;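 active means inhibition over about 50% at 20 µM in the single-dose screen, limit read from the data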;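 further: 0% = DMSO wells and 100% = excess unlabeled CBFb competitor control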
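Measured by: fluorescence energy transfer, 422 nm excitation, 530/480 nm emission; test system: Cerulean-tagged RUNX1 Runt domain (FRET donor) fusion protein; buffer or medium: Tris pH 7.5 buffer with BSA; compound: one dose, 20 µM compound, 1% DMSO; times: two 1 h room-temperature incubations shielded from light; benchmarks: unlabeled CBFb 5 µM, positive control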
EBV gp42 inh: Epstein-Barr virus gp42 inhibitors, primary screen, biochemical, uHTS, fluorescence polarization | Fluorescence polarization binding assay, mP read-out | inhibition, % (tested at 21.74 µM) | 220,000 tested, 0.42% active; in the data active means inhibition above about 50%
Target sequence (Q1HVG2 whole entry, looked up): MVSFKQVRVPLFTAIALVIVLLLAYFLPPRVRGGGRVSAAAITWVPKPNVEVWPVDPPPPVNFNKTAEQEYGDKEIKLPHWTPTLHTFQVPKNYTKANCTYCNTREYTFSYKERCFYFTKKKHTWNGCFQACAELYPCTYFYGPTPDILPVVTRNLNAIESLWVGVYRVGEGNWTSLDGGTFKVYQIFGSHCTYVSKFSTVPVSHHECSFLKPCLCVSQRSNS
TbHK1 inh: Trypanosoma brucei hexokinase 1 inhibitors, primary screen, biochemical, G6PDH-coupled NADH absorbance, MLSCN library. recombinant TbHK1, G6PDH-coupled NADH A340. inhibition, % at 10 µM. 220,000 tested, 0.11% active. AID 1430, 2008;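 active means inhibition of 50% or more in the single-dose primary screen; inactive means inhibition below 50%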
RBBP9 inhibitor: human RBBP9 inhibitors, primary screen, biochemical, fluorescence polarization, FP-Rh probe, HTS; Serine hydrolase RBBP9 (Homo sapiens), O75884; recombinant RBBP9; inhibition, % at 7.94 µM; 220,000 tested, 0.2% active; AID 1515, 2009;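 active means inhibition above the campaign mean of all tested compounds plus 3 SD, cut at about 14% in these data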;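 further: plate controls were DMSO wells with RBBP9 for no effect and wells lacking RBBP9 protein for full effect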
Target sequence (O75884 whole entry, looked up): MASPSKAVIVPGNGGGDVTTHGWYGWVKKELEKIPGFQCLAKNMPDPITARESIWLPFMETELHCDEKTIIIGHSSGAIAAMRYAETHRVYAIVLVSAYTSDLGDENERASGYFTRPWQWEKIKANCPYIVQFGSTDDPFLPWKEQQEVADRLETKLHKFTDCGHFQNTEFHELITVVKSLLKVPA
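Measured by – fluorescence polarization · Test system – RBBP9 protein · Input – 2.5 µM RBBP9 dispensing solution, before mixing · Measure – percent inhibition from mP, scaled between DMSO and no-protein wells · Benchmarks – DMSO-treated enzyme wells and wells lacking RBBP9 · Times – preincubation 30 min plus labeling 45 min at 25 °C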
p47phox inh: p47phox/p22phox peptide binding inhibitors, primary screen, biochemical, uHTS, NADPH oxidase regulatory subunit. Neutrophil cytosol factor 1 (Homo sapiens), P14598. fluorescence polarization, 2 h. inhibition, % at 24.7 µM. 220,000 tested, 0.53% active. AID 1274, 2008;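 active means inhibition above about 30%, limit read from the data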;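 further: 0% = p47phox with labelled peptide and 100% = labelled peptide alone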
Target sequence (P14598 whole entry, looked up): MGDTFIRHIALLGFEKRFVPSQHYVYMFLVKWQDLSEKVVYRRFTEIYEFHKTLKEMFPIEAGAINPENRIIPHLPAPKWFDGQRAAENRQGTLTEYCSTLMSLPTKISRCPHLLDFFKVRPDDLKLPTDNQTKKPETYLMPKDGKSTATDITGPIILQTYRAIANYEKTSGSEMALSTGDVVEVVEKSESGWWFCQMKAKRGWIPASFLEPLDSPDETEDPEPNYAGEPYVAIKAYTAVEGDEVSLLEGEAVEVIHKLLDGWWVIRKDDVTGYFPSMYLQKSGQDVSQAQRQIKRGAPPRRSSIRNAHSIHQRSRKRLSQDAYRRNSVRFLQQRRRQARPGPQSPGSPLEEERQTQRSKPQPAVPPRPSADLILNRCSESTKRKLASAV
Calpain2 inh: inhibitors of pig calpain II, primary screen, biochemical, fluorogenic peptide substrate, 1536-well; purified calpain II, 30 min; inhibition, % at 16 µM; 220,000 tested, 0.37% active; AID 1236, 2008;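 active means inhibition above about 50%, limit read from the data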
Furin inhibitor: human furin inhibitors, primary screen, biochemical, fluorescence intensity | inhibition, % at 30 µM | 220,000 tested, 0.061% active | purified furin, fluorogenic substrate cleavage; in the data active means inhibition above about 25%; further: inactives centre near -15
Numbers without * were called inactive; · = not tested or not shown; [ ] = dose if it differs, or a comment. These rows are one share of the data, so the mix of outcomes need not match the whole.

Values run as follows: p97 ATPase inh, Runt-SMMHC FRET, Runt-CBFb FRET, EBV gp42 inh, TbHK1 inh, RBBP9 inhibitor, p47phox inh, Calpain2 inh, Furin inhibitor
CN1CCN(C(=O)COc2ccc(S(=O)(=O)N(C)Cc3ccccc3)cc2)CC1
  -8, -1, 1, -14, 43, 4, 4, 7, -8[20 µM]
N#Cc1ccccc1Cn1cc(C(=O)c2ccco2)c2ccccc21
  -4, 0, -1, 8, -14, -10, -13, 11, -21[20 µM]
c1ccc2sc(C3CCCNC3)nc2c1 (centres undefined)
  3, 2, 1, -3, -3, 7, 6, 13, -8
CCOP(=O)(OCC)C(NC(C)=O)C(Cl)(Cl)Cl (centres undefined)
  6, -5, 4, -18, 3, -4, -3, -9, -4[20 µM]
Cc1ccc(N(C)C(=O)Oc2cccc3cccnc23)cc1
  -6, 0, -2, -13, -1, -16, 5, 0, -9[20 µM]
Clc1cccc(Cl)c1CN1CCN(c2ccccc2)CC1
  3, -1, -2, -18, 4, 2, -9, -3, -16[20 µM]
O=P(Nc1cccnc1)(Oc1ccccc1Cl)Oc1ccccc1Cl
  -3, -71, -5, -6, -1, -7, -10, 8, -15
CSc1nc2ccccc2c(=O)n1-c1cccnc1
  3, 2, 1, -15, -7, -10, 7, -20, -17
CN1C(=O)CC(c2ccccc2)Nc2ccccc21 (centres undefined)
  -4, -2, 1, -6, -6, -5, -3, -34, -18
CCCCCCC[n+]1ccc(-c2cc[n+](CCCCCCC)cc2)cc1
  6, 3, -1, -89, 6, -3, 5, -2, -4
O=c1[nH]c(=O)n(-c2ccccc2Cl)c(O)c1C=NCCN1CCCCC1
  8, -1, 1, 3, -1, -5, -9, -40, -12[20 µM]
C=CCn1c(O)c(C(CC)=NCCc2c[nH]c3ccccc23)c(=O)[nH]c1=O
  6, 0, -2, -12, -4, -1, -5, 8, -13
N#CCC(=O)NN1Cc2ccccc2C1=N
  6, 6, 1, -15, -5, 3, 3, 13, -22
Cc1cc(/C=C2/C(=O)NC(=O)N(Cc3ccco3)C2=O)c(C)n1-c1ccccc1
  -1, -66, 3, -16, 4, -4, -96, -8, 11
Cc1onc(-c2c(Cl)cccc2Cl)c1C(=O)Nc1ccc2c(C(F)(F)F)cc(=O)oc2c1
  -3, -2, -1, -9, -31, -7, -10, -219, -40
O=c1[nH]c(=O)n(CCC2=CCCCC2)c(O)c1C=NC1CCN(Cc2ccccc2)CC1
  -9, 7, -3, -27, 6, -8, -23, -7, -25
CCOP(=O)(OCC)C(NC(=O)CN1C(=O)c2ccccc2S1(=O)=O)C(Cl)(Cl)Cl (centres undefined)
  2, 0, -1, -14, -1, -2, -7, -15, -19
CCC1(C)CC(CCNCc2ccc(N(C)C)cc2)(c2ccc(F)cc2)CCO1 (centres undefined)
  7, -5, 2, -15, -4, 3, -8, -6, -18
O=[N+]([O-])[N-][n+]1cnn(Cc2ccc(Cl)cc2)c1
  4, -1, ·, -6, 1, 3, 1, -18, -19
CC1C2Cn3c(nc4ccccc43)C1N(C)O2 (centres undefined)
  ·, -6, 1, -24, -7, ·, -3, -13, -22
CCC(C)n1c(C)cc(C(N)=O)c1C (centres undefined)
  0, 2, 1, -8, 0, -2, -11, 1, -30
CCOP(=O)(OCC)C(O)c1ccc(Br)cc1 (centres undefined)
  -3, 0, 1, -15, -5, -6, -6, -20, -16
Clc1ccc(C2NCCc3[nH]cnc32)cc1 (centres undefined)
  5, 0, 1, -5, -5, 2, 6, 18, -4
O=c1c2ccccc2nc(/C=C/c2ccco2)n1-c1ccccc1O
  12, -4, 11, -11, -35, -6, -19, -20, 2
CN1C(=O)NC(=O)[C@]2(Cc3ccccc3N3CCN(c4ccccc4)CC32)C1=O (some centres undefined)
  -2, -6, 1, -12, 4, -6, -11, -110, -11[20 µM]
CN1C(=O)C(=Cc2ccccc2OCc2ccccc2Cl)C(=O)N(C)C1=O
  0, -2, -1, -11, -5, -2, -10, -16, -4
C=CCn1c(O)c(C=NCCN2CCNCC2)c(=O)[nH]c1=O
  1, 5, 2, -17, 0, -10, -10, -22, 9[20 µM]
N#CC1(c2ccccc2)CCN(C2CC(=O)N(c3ccc(F)cc3)C2=O)CC1 (centres undefined)
  3, 8, 2, 4, -3, -1, -5, -23, -21
COC(=O)CC1(CC(=O)OC)C(=O)NC(=O)NC1=O
  7, 3, -2, -2, 4, -2, -10, -32, -17
O=C1/C(=C\c2ccc([N+](=O)[O-])cc2)N2CCC1CC2
  5, 0, 1, 2, -12, -6, -1, -12, -20
Cc1cc(C(=O)CS(=O)(=O)c2ccccc2)cc(C)c1OC(=O)N(C)C
  -8, 2, -1, 0, 1, -6, 2, -2, -13
COCCNC(=O)c1c(NC(=O)c2ccc(Br)o2)n(Cc2ccccc2)c2nc3ccccc3nc12
  8, ·, 16, -87, -9, -5, -15, -229, -15
CCC12CN3CCN(CC(C3)C1O)C2 (centres undefined)
  -4, 2, 1, 6, -1, -5, -9, -28, -15[20 µM]
CC(c1ccccc1)(c1ccccc1)c1ccncc1
  -1, -3, 0, -2, 0, 2, 2, 11, -26
CCC1(C(=O)c2ccc(C)cc2)C2c3ccccc3OC(=O)C21C(=O)O (centres undefined)
  -14, 1, 1, -3, -1, -14, -7, 21, 3
O=C1N(c2ccccc2)C(c2cccnc2)N2CCCN12 (centres undefined)
  4, -5, -3, -7, -6, 1, 5, -5, -17
CN(C)CC#CCn1c2ccccc2c2ccccc21
  0, 2, 0, -5, -3, -4, 2, -11, -3
O=C1CC(c2cccnc2)=NN1c1ccccc1
  13, 1, 1, -22, -2, -5, -10, -23, -22
Cc1ccc(-n2c(O)c(C=NC3CCCCC3N)c(=O)[nH]c2=O)cc1C (centres undefined)
  9, -6, -8, -6, -1, 5, -5, -37, -16
CCCCN1C(=O)NC(=O)C2(Cc3c(nc4c(C)cccn4c3=O)N3CCc4ccccc4C32)C1=O (centres undefined)
  1, 2, -8, 10, -14, -5, -42, -390, -29[20 µM]

One compound at a time, from the list above. Screens in order: p97 ATPase inh, Runt-SMMHC FRET, Runt-CBFb FRET, EBV gp42 inh, TbHK1 inh, RBBP9 inhibitor, p47phox inh, Calpain2 inh, Furin inhibitor
Record of O=C1CC(c2cccnc2)=NN1c1ccccc1 → 13, 1, 1, -22, -2, -5, -10, -23, -22
Record of CC(c1ccccc1)(c1ccccc1)c1ccncc1 → -1, -3, 0, -2, 0, 2, 2, 11, -26

Following part
Values run as follows: p97 ATPase inh, Runt-SMMHC FRET, Runt-CBFb FRET, EBV gp42 inh, TbHK1 inh, RBBP9 inhibitor, p47phox inh, Calpain2 inh, Furin inhibitor
CNC(=O)c1cccn(Cc2cc(C(F)(F)F)cc(C(F)(F)F)c2)c1=O
  -3, -2, -7, -6, -6, -4, -14, -26, -34
CN1CCc2nc(SCc3ccccc3Br)c(C#N)cc2C1
  0, 13, 13, -16, -7, 2, -13, 28, -14
CCC(CO)(C(=O)OC1C[N+]2(C)CCC1CC2)c1ccccc1 (centres undefined)
  4, 11, 0, -10, 3, -6, -9, -15, -16
COc1ccc(-n2c(O)c(C=NCCN(C)C)c(=O)[nH]c2=O)cc1
  7, -4, -1, -28, -8, -1, -11, -16, -10
CCC(=NC(C)c1ccccc1)c1c(O)[nH]c(=O)[nH]c1=O (centres undefined)
  7, -1, -1, -11, -4, 1, -5, -11, -20
Cc1ccccc1CN1CCN(c2ccc(Cl)cc2)CC1
  1, -1, -3, -8, 1, -3, -6, 0, -16
Cc1nc2ccccc2c(=O)n1-c1cccnc1
  3, 0, 2, -5, 2, -6, -9, -32, -25
COc1ccc(-n2c(O)c(C(C)=NCCc3c[nH]c4ccccc34)c(=O)[nH]c2=O)cc1
  0, 3, 0, -5, -7, -3, -17, 23, -15
C[n+]1c(-c2ccccc2)cc(-c2ccc(O)cc2)cc1-c1ccccc1
  7, -10, -3, -16, -23, -1, -2, 21, 4
O=c1c2ccccc2nc(N2CCCC2)n1-c1ccccc1
  7, -2, 1, -1, -11, -2, -6, -128, -27
CC1=C(C(=O)Nc2ccccc2)SCCO1
  5, 2, -2, -16, 3, -7, -31, -1, -11[20 µM]
c1ccc(CCN2CCC(N3CCN(c4ccccc4)CC3)CC2)cc1
  0, 3, -1, -5, 3, -6, -14, -9, -23
C1CCC2S[C@H]3CCCCC3NC2C1 (some centres undefined)
  3, 2, 1, -18, -4, -5, -19, -14, -18
COc1ccc(CC2C(=O)N(C)C(=O)N(C)C2=O)c(OC)c1
  6, -1, -2, -8, -1, 2, -1, 7, -26
C1=C(c2ccccc2)CCNC1
  5, -3, 1, -19, -4, -4, -7, -23, -15
CC(=O)OC1N=C(c2ccccc2)c2cc(C)ccc2NC1=O (centres undefined)
  -7, 4, 10, -9, 2, -3, -21, -2, -2[20 µM]
O=C(C1CCCN(c2nnc(-n3cccc3)s2)C1)N1CCC2(CC1)OCCO2 (centres undefined)
  -7, 1, 0, 4, 3, -15, 4, -51, -5[20 µM]
COc1ccc(/C=C2/C(=O)NC(=O)N(c3ccccc3)C2=O)cc1CN1C(=O)c2ccccc2C1=O
  6, 1, 3, -4, -4, 7, -11, -17, -11
CCc1ccc(C2=NN(CCC(=O)N3CCC4(CC3)OCCO4)C(=O)CC2)cc1
  -4, -2, -1, -10, 3, -1, 4, 12, 0
CNCCCc1ccccc1
  7, -3, -3, -12, 0, 9, -6, -15, -26[20 µM]
CCOC(=O)/C(=N\Nc1ccccc1)N1CC1
  1, -2, -1, -14, -22, 5, -7, 2, -21
CN1CC(C(=O)c2ccc(Cl)cc2)C(c2ccccc2F)C1 (centres undefined)
  1, -4, -2, 0, 1, -2, -6, 6, -13
O=C1NC(=O)N(c2ccc3c(c2)OCO3)C(=O)/C1=C/c1cccs1
  6, 9, 4, -14, -3, -4, -8, 2, -35
COc1cccc(C2=NOC(C(=O)N3CCC4(CC3)OCCO4)C2)c1 (centres undefined)
  3, -1, -2, -8, 2, -5, -5, 28, -15
COc1ccccc1-n1c(O)c(C=NCCN2CCNCC2)c(=O)[nH]c1=O
  -3, -3, 3, 1, 0, -3, -15, 7, -4[20 µM]
COc1ccc(-n2c(O)c(C(C)=NCc3ccco3)c(=O)[nH]c2=O)cc1
  9, 5, -1, -9, 9, -3, -8, 0, -16
COc1cccc(C(=O)C2CCCN(Cc3cccc(C)n3)C2)c1 (centres undefined)
  6, -6, 3, -7, -11, -3, -3, 14, -14
Cc1cccc(CN2CCN(c3ccc(Cl)cc3)CC2)c1
  -3, 1, -2, -11, 2, -4, -1, -3, -23
O=c1cccc2n1CC1CC2CN(C(c2cccc(F)c2)c2sc3ncnn3c2O)C1 (centres undefined)
  0, -2, 2, -6, -11, -6, -10, 8, -32
O=C(NC1CONC1=O)OCC(Cl)(Cl)Cl (centres undefined)
  -3, -3, -4, 1, 5, -7, -10, -14, -21
CC(Cc1ccccc1)NC(=O)Cc1ccc(N(C)C)cc1 (centres undefined)
  -3, 1, 1, 6, 0, -9, 2, 0, -13
